KCNQ2 inh = KCNQ2 potassium channel inhibitors, primary screen, cell-based, CHO-K1, FluxOR thallium flux, B-score (AID 2156); 20 min; active compounds read low; O88943; B-score at 10 µM; 310,000 tested, 1.1% active;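 active = fluorescence ratio B-score at most minus 3 library SDs, with starting brightness B-score within 2 library SDs, cut at about -5.5 in these data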
Kir21 inh = inhibitors of mouse Kir2.1 inward-rectifier potassium channel | HEK293-Kir2.1, FluxOR thallium flux fluorescence; active compounds read low | P35561 | 310,000 tested, 0.85% active | B-score at 10 µM;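 active = fluorescence ratio B-score at or below minus 3 SD of library scores, with starting-brightness B-score within 2 SD, cut at about -4.2 in these data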;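 note: channel flux triggered by added potassium and thallium sulfate stimulus; B-score of peak minus minimum fluorescence over baseline after thallium stimulus; more negative B-score means stronger Kir2.1 block with less thallium influx; some compounds called inactive have numbers as strong as hits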
Target sequence (P35561 whole entry, looked up): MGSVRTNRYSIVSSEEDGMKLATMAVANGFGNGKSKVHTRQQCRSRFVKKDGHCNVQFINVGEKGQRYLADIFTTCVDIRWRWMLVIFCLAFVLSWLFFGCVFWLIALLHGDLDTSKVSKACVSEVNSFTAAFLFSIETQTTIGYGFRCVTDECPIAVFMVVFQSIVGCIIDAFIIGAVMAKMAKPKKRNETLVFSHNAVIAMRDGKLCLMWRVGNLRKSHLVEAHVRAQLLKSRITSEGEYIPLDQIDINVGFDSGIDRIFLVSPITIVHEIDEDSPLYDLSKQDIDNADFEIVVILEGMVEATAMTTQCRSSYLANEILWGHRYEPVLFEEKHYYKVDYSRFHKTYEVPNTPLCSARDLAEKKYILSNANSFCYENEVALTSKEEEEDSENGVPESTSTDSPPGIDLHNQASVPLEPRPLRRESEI
Starred values were filed as active, the others as inactive; i = inactive. Compounds as they come (roughly 1.9% active in at least one column).

compound | Kir21 inh | KCNQ2 inh
CC1=C(C(=O)Nc2cccc(C)n2)C(c2ccc3c(c2)OCO3)C2=C(CC(c3ccco3)CC2=O)N1 (stereo not drawn) | 2 | i
Cc1ccc(C)c(N2CCN(C(=O)CCCN3C(=S)NC(C)(C)CC3C)CC2)c1 (stereo not drawn) | -0.81 | i
CCOc1ccccc1CN1CCN(Cc2cccc3c2OCO3)CC1CCO (stereo not drawn) | -1.1 | i
O=C(CSc1ncnc2c1oc1ccccc12)c1cccs1 | 2 | i
CCCCNC(=S)NCCN1CCN(C(=S)NCCCC)CC1 | -0.16 | i
Cc1ccc([N+](=O)[O-])cc1N(CC(=O)NCC1CCCO1)S(C)(=O)=O (stereo not drawn) | -0.55 | i
CSc1ncccc1C(=O)OCC(=O)NC(N)=O | -0.03 | i
O=C(/C=C/c1ccccc1Cl)NCCCn1ccnc1 | -0.19 | i
O=C(O)CSc1nnc(-c2ccncc2)n1CCc1ccccc1 | -0.2 | i
CCOC(=O)c1sc(=S)n(-c2ccc(C)cc2)c1N | 0.31 | i
O=C(NCc1cccs1)C1CC(=O)N(C2CCCC2)C1 (stereo not drawn) | 0 | i
CCOCCn1c(CN2CCN(C(=O)c3ccco3)CC2)nc2c1c(=O)n(C)c(=O)n2C | 0.32 | i
Cc1ccc(CN2CCN(/N=C/c3cccnc3)CC2)cc1 | -0.3 | i
O=C(CN1CCN(Cc2ccccc2F)C1=O)NCCN1CCOCC1 | -1.6 | i
O=C(CCc1ccccc1)NN1C(=O)C2C3C=CC(O3)C2C1=O (stereo not drawn) | 1.2 | i
O=C1/C(=C/c2ccccc2F)SC(=S)N1CCC(=O)N1CCCCC1CCO (stereo not drawn) | -0.01 | i
O=c1[nH]ncc(N/N=C\c2cccs2)c1Cl | -0.82 | i
Cc1ccc(C)c2[nH]c(=O)c(CN(Cc3nnnn3C3CCCCC3)CC3CCCO3)cc12 (stereo not drawn) | 0.01 | i
COc1ccc(C(=O)CSc2nnc(NC(=O)C3CC(=O)N(c4cccc(OC)c4)C3)s2)cc1 (stereo not drawn) | 0.02 | i
COc1ccc(N2CCN(C(=O)COc3ncnc4ccccc34)CC2)cc1 | 0.17 | i
CCC(C)(C)NC(=O)C(c1ccco1)N(C(=O)c1csnn1)c1cccc(F)c1 (stereo not drawn) | -0.08 | i
Cc1ccc(CNC(=O)C2CCN(S(=O)(=O)N3CCOCC3)CC2)cc1 | -0.22 | i
Cc1cccc(C(=O)NNC(=O)c2cccc(C)c2)c1 | -1.9 | i
O=[N+]([O-])c1cc(S(=O)(=O)c2ccc(N3CCCCC3)c([N+](=O)[O-])c2)ccc1N1CCCCC1 | -0.2 | i
Cc1cc(C)c2c(=O)[nH]c(SCC(=O)Nc3ccc(N(C)C)cc3)nc2n1 | 0.04 | i
Cn1c(=O)oc2cc(S(=O)(=O)Nc3ccccc3O)ccc21 | -0.34 | i
CC(/C=C(\NC(=O)c1ccccc1)C(=O)N=Nc1c(O)[nH]c2ccc(C)cc12)=C\c1ccccc1 | 0.07 | i
CCOC(=O)c1cc(-c2ccc(F)cc2)nc2c1c(=O)[nH]c(=O)n2Cc1ccccc1 | -1.4 | i
COc1ccccc1/C=N/NC(=O)CC(=O)NCCc1ccccc1 | 0 | i
NNC(=O)c1c[nH]c2ccc(OCc3ccccc3)cc12 | 1.8 | i
CCN(CC)c1ccc(/C=N/NC(=O)Nc2ccccc2)cc1 | 1.7 | i
COc1cccc(NC(=O)C2CCN(S(=O)(=O)c3ccccc3)CC2)c1 | -0.68 | i
O=C(O)CSCC(=O)N1CCc2c([nH]c3ccccc23)C1C(F)(F)F (stereo not drawn) | 0.04 | i
CCOC(=O)C1=C(C)NC(=O)NC1c1ccc(OC(C)C(=O)O)c(OC)c1 (stereo not drawn) | 0.09 | i
CC(C)CCN(C(=O)CCSc1ccc(F)cc1)c1c(N)n(Cc2ccccc2)c(=O)[nH]c1=O | 0.08 | i
COCCNC(=O)C1CCC(=O)N(c2ccc(OC)cc2)C1c1ccc(OC)c(OC)c1 (stereo not drawn) | -0.72 | i
CCc1c(C)c(C#N)c2nc3ccccc3n2c1NCCN(C)C | 0.17 | i
CCOc1ccc2nc(SCC(=O)NCc3ccc(OC)c(OC)c3)[nH]c2c1 | 0.23 | i
COc1ccc(Cc2cnc(N)s2)cc1 | -0.37 | i
O=C(CNC(=O)c1cccc(Br)c1)N/N=C/c1cn[nH]c1-c1ccccc1 | 2.4 | i
Cc1cc(C)c2c(n1)SCC(=O)N2CC(=O)Nc1ccc(C)c(C)c1 | -1.2 | i
CC(=O)Nc1ccccc1OC(=O)N1CCOCC1 | 0.4 | i
NNC(=S)Nc1ccc(S(=O)(=O)N2CCOCC2)cc1 | 0.38 | i
Cc1cccc2c(C(=O)Nc3ccc(Br)cc3)cc(-c3ccccn3)nc12 | -1.6 | i
Cc1ccc(C2C(/C=C3/SC(=S)NC3=O)=C(c3cccs3)Oc3ccccc32)cc1 (stereo not drawn) | 0.44 | i
COc1ccc(NS(=O)(=O)c2coc(C(N)=O)c2)cc1Cl | 1.5 | i
Cc1cccc(-c2oc3ccc(-c4ccc5c(c4)OCO5)cc3c2C(=O)OCc2ccc(O)cc2)c1 | 1.5 | i
C=C(C)C(=O)Nc1cccc(C2=NOC3(C2)C[C@@H](C(N)=O)N(C(=O)c2cc([N+](=O)[O-])cc([N+](=O)[O-])c2)C3)c1 (stereo partly drawn) | 0.04 | i
COc1cccc(-n2c(=O)[nH]cc(C(=O)Nc3ccc(NC(C)=O)cc3)c2=O)c1 | -0.2 | i
Cn1c2ccccc2c(=O)c2ccc(-c3ccc4c(c3)OCO4)cc21 | 1.9 | i
CCOC(=O)/C(C#N)=C/c1ccc(-c2ccsc2C(=O)OC)o1 | -0.03 | i
CCOc1cc(/C=N/NC(=O)CSc2nnc(C)s2)ccc1OCc1ccccc1Cl | -0.12 | i
COc1cc(NC(=O)c2ccccc2)c(OC)cc1NC(C)=O | 0.02 | i
O=C(Nc1cc(N2CCOCC2)ncn1)Nc1cccc2ccccc12 | -0.24 | i
CC(C)C[C@@H](CN(N=O)[C@@H](Cc1ccccc1)CN(C)N=O)N(CCc1ccccc1)N=O | 0.64 | i
Cc1cc(C)cc(NC(=O)Nc2ccc(-n3ccc(C(F)(F)F)n3)cc2)c1 | -1.1 | i
COc1ccc(NC(=O)c2cccc(N3C(=O)c4cccc([N+](=O)[O-])c4C3=O)c2)cc1 | -0.86 | i
CCn1c(-c2ccc(OC)c(OC)c2)n[nH]c1=S | -0.12 | i
COc1ccccc1NC(=O)N(Cc1ccco1)Cc1cc2c(C)ccc(C)c2[nH]c1=O | 0.1 | i
O=C(NC1CCSc2ccccc21)c1cccc(OC(F)F)c1 (stereo not drawn) | 1.4 | i

A stretch from further up:
compound | Kir21 inh | KCNQ2 inh
Cc1ccc(C2C(/C=C3/SC(=S)NC3=O)=C(c3cccs3)Oc3ccccc32)cc1 (stereo not drawn) | 0.44 | i
COc1ccc(NS(=O)(=O)c2coc(C(N)=O)c2)cc1Cl | 1.5 | i
Cc1cccc(-c2oc3ccc(-c4ccc5c(c4)OCO5)cc3c2C(=O)OCc2ccc(O)cc2)c1 | 1.5 | i
C=C(C)C(=O)Nc1cccc(C2=NOC3(C2)C[C@@H](C(N)=O)N(C(=O)c2cc([N+](=O)[O-])cc([N+](=O)[O-])c2)C3)c1 (stereo partly drawn) | 0.04 | i
COc1cccc(-n2c(=O)[nH]cc(C(=O)Nc3ccc(NC(C)=O)cc3)c2=O)c1 | -0.2 | i

Part of the list above, with each value named.
> Cc1cc(C)c2c(n1)SCC(=O)N2CC(=O)Nc1ccc(C)c(C)c1
  Kir21 inh = -1.2
  KCNQ2 inh = i

> CC(=O)Nc1ccccc1OC(=O)N1CCOCC1
  Kir21 inh = 0.4
  KCNQ2 inh = i

The list goes on.
compound | Kir21 inh | KCNQ2 inh
O=C(NNc1nc2cc3c(cc2s1)OCCO3)c1ccccc1 | 0.61 | i
Cc1ccc(C(=O)Cn2cnc3ccccc3c2=O)cc1 | 1.6 | i
Cc1cc(NC(=O)c2cccc(S(=O)(=O)N3CCCCCC3)c2)n(-c2ccccn2)n1 | 0.12 | i
Nc1nonc1-n1nnc(C(=O)N/N=C/c2cccc(O)c2)c1CN1CCCC1 | -0.46 | i
CCN(Cc1cc2cccc(C)c2[nH]c1=O)C(=O)c1ccccc1OC | -1.1 | i
COc1ccc(-c2cc(-c3ccc(Cl)cc3)c(C#N)c(SCC(=O)O)n2)cc1 | 1.5 | i
Cc1ccc(S(=O)(=O)N2CCC(=O)N(CCOCc3ccccc3C)CC2)cc1 | -0.99 | i
CCOc1ccc(/C=C2\CCc3ccccc3C2=O)cc1 | -1.2 | i
O=C1CC(c2ccc3c(c2)OCO3)c2cc3c(cc2N1)OCO3 (stereo not drawn) | -0.55 | i
COc1ccc2nc(Nc3nc(C)c(C(C)=O)s3)sc2c1 | 0.64 | i
COc1cccc(N2CC(C(=O)Nc3ccc(F)cc3)CC2=O)c1 (stereo not drawn) | 2.2 | i
Oc1ccc(-c2cn3c(n2)SCC3)cc1O | -1.3 | i
COc1ccc(NC(=O)CSc2nc(SC)ns2)c(OC)c1 | 0.69 | i
CCOC(=O)c1sc(NC(=O)C2CC2)nc1C | 0.33 | i
N#Cc1c(/N=C/N2CCOCC2)sc2c1CCCCC2 | 0.18 | i
Cc1nn2c(NCc3ccccn3)cc(C(C)(C)C)nc2c1-c1ccccc1 | 0.81 | i
COCCN(Cc1cc2cc(C)c(C)cc2nc1Cl)C(=O)N1CCOCC1 | 0.12 | i
Cc1nnc(NC(=O)C2CCCN(c3ncccn3)C2)s1 (stereo not drawn) | 1.7 | i
CN(Cc1ccccc1)c1ccc(N2C(=O)CCCC2=O)cc1[N+](=O)[O-] | 0.14 | i
COc1ccc2oc(C(=O)OCC(=O)NCC3CCCO3)c(C)c2c1 (stereo not drawn) | 1 | i
Cc1nnc(N/N=C/C2CC=CCC2)[nH]c1=O (stereo not drawn) | 1.1 | i
COc1ccc(C2CC(=O)N3C(=C2C#N)SCC3(O)c2ccccc2)cc1 (stereo not drawn) | -2.1 | i
CCc1ccccc1NC(=O)CSc1nnc([C@@H](NC(=O)OC(C)(C)C)C(C)C)o1 | 0.18 | i
Cc1ccc(C(=O)n2nnc3ccccc32)cc1 | 0.63 | i
O=C(COCc1cc(-c2ccco2)on1)NC1CCCCC1 | -2 | i
COc1ccc(/C=C/C(=O)OCC(=O)Nc2ccc(Cl)cn2)cc1 | -0.17 | i
CN(CC(=O)Nc1ccccc1Cl)C(=O)Cn1cc(C(F)(F)F)cc(Cl)c1=O | -0.85 | i
Clc1ccc(CSc2nnc(-c3c[nH]c4ccccc34)o2)cc1 | -2 | i
COC(=O)c1sccc1S(=O)(=O)Nc1ccc(N2CCCCC2)cc1 | -1.1 | i
O=C(NCCCN1CCOCC1)C1CCC(=O)N1C1CCCCC1 (stereo not drawn) | 0.36 | i
Cc1cc(C)c(C#N)c(SCC(=O)N2CCCCC2)n1 | -0.62 | i
COc1ccc(C(=O)COC(=O)c2cc3ccccc3oc2=O)c(OC)c1 | 0.68 | i
COc1ccc(CCCC(=O)O)c(C)c1 | -0.59 | i
O=C(NCCCN1CCOCC1)c1ccc2c(c1)N(Cc1cccc(F)c1)C(=O)c1ccccc1S2 | -2.9 | i
COc1ccccc1-c1noc(-c2ccccc2)n1 | -0.02 | i
CCOCC(=O)Nc1nc2ccc(OCC)cc2s1 | -0.92 | i
O=C(c1ccc2c(c1)OCO2)N(c1ccc(Br)cc1)C1C=CS(=O)(=O)C1 (stereo not drawn) | 0.02 | i
CCOC(=O)C(NC(=O)c1ccccc1F)(Nc1cc(C)on1)C(F)(F)F (stereo not drawn) | 0.62 | i
Cc1ccc(CS(=O)(=O)c2ccccc2-c2nnc(-c3ccc(Cl)cc3)o2)cc1 | 2.3 | i
N=c1c[n+](-c2ccc(Cl)cc2)[n-]o1 | -1.6 | i
Cc1ccc(Oc2nc(-c3cccnc3)nc3ccccc23)c([N+](=O)[O-])n1 | -1.7 | i
CCOC(=O)CC1=NN(c2ccccc2)C(=O)/C1=C\c1ccc(OC)cc1OC | 1.8 | i
CC/C(=N\NC(=O)c1c[nH]c2ccccc12)c1cccs1 | -0.05 | i
CC(C)CNC(=S)NC1CC2CCCC(C1)N2Cc1cccs1 (stereo not drawn) | -0.55 | i
CCN(CC)c1ccc(Nc2nc(Cl)ncc2Br)cc1 | 0.67 | i
Cc1ccccc1CNC(=O)CCC(=O)N1CCOc2ccccc21 | 0.18 | i
C=CCSc1nc2c(c(=O)[nH]c(=O)n2C)n1C/C=C(/C)Cl | -0.01 | i
N#CC1(C#N)C(c2ccccc2)OC23CCCCC2C1(C#N)C(=N)O3 (stereo not drawn) | -1.4 | i
CC(C)C(C(=O)N1CCOCC1)N1C(=O)c2ccccc2C1=O (stereo not drawn) | 0.54 | i
O=C(COC(=O)CCSc1ccccc1)Nc1ccc(F)cc1Cl | 0.38 | i
Cc1ccccc1Cc1c(C)nc2ncnn2c1C | -2.2 | i
O=[N+]([O-])c1ccc(CN2CCOCCOCCOCC2)cc1 | -0.66 | i
CCN(CC)CCN(C(=O)CCOc1ccccc1)c1nc2ccc(F)cc2s1 | 0.29 | i
COc1ccc(NC(=S)NCCc2ccc(Cl)cc2)c(OC)c1 | -3.8 | i
C=CCOC(=O)C1=C(C)NC(=O)NC1c1ccc(OCC)cc1 (stereo not drawn) | 1.9 | i
Cc1ccc2c(CC(=O)NCCc3ccc(S(N)(=O)=O)cc3)coc2c1 | -2 | i
CS(=O)(=O)NCCSCc1ccco1 | -1.1 | i
O=C(Nc1cc(Cl)ccc1N1CCOCC1)c1ccc(N2CCCC2=O)cc1 | -0.11 | i
COCc1cc(C)nc(SCc2ccc(Cl)cc2)c1C#N | 0.43 | i
